HIV peptide binding – inhibitors of HIV fusion peptide binding, primary screen, biochemical, uHTS, fluorescence dequenching (AID 1986) | hit rate 0.3% among 290,000 | inhibition, % at 20 µM; hits with a dose series show IC50 in µM | cell-free peptide binding, fluorescence dequenching, 30 min; higher % means a stronger effect; in the data active = inhibition mostly above about 52%, no sharp cut-off; inactive = mostly below about 76%; also: some results filed as inactive read as strong as hits
NOD2 inhibition – NOD2 signaling inhibitors, cell-based, luminescence, uHTS, HEK293 (AID 1566). HEK293 NOD2/NF-kB luciferase reporter, luminescence; higher % means a stronger effect. inhibition, % at 4 µM; hits with a dose series show EC50 in µM. hit rate 0.63% among 290,000; also: many of its hits are not listed in these tables
NS5 inhibitors – Dengue-2 NS5 methyltransferase inhibitors, primary screen, biochemical, confirmation dose response (AID 588689). Dengue-2 NS5 methyltransferase capping enzyme assay, biochemical; higher % means a stronger effect. one-dose inhibition, % at 25 µM; IC50 in µM for titrated hits. hit rate 0.3% among 340,000; in the data active = a potency from the dose series; inconclusive = inhibition above about 29% without an active follow-up result
AID2073 – disruptors of CaV2.2 binding to Mint1 – biochemical, HTRF (AID 2073) | HTRF protein-protein interaction, Mint1-CaV2.2; higher % means a stronger effect | one-dose inhibition, % at 20 µM; IC50 in µM for titrated hits | hit rate 0.19% among 290,000; in the data active = inhibition mostly above about 51%, no sharp cut-off; inconclusive = no clear call, values can overlap the other calls; inactive = mostly below about 53%; also: some results filed as inactive read as strong as hits
LYP phosphatase – PTPN22 lymphoid phosphatase activity blockers – biochemical, fluorescence intensity, uHTS (AID 1779); hit rate 0.054% among 290,000; inhibition, % at 11.5 µM, or IC50 in µM where a hit was titrated; recombinant LYP phosphatase, fluorescence intensity; higher % means a stronger effect;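 also: plate controls were vehicle with enzyme for no effect and no enzyme for full effect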
Myeloid diff 2 – compounds promoting myeloid differentiation | hit rate 1% among 360,000 | ER-HoxA9 myeloid progenitors, lysozyme-GFP differentiation, flow cytometry | calls only at 10 µM;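 active = normalized GFP-positive differentiation at or above the plate's own cutoff, the solvent-only control mean plus 3 SD; inconclusive = no clear call, values can overlap the other calls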;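 also: cells exposed to compound for four days before flow analysis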
XIAP antagonists – small molecules displacing peptide from XIAP – biochemical, IAP family, fluorescence polarization (AID 1018) | hit rate 0.007% among 200,000 | XIAP BIR domain, fluorescence polarization peptide displacement; higher % means a stronger effect | displacement, % at 20 µM, or IC50 in µM where a hit was titrated; in the data active = displacement above about 50%; also: a part of the inactive calls stands beside numbers as strong as those of hits
SIAH1 antagonists – Siah-1 peptide-binding antagonists, primary screen, biochemical, fluorescence polarization, rhodamine-plectin, uHTS (AID 1817); Siah-1 / rhodamine-plectin peptide fluorescence polarization; higher % means a stronger effect; displacement, % at 20 µM; hits with a dose series show IC50 in µM; hit rate 0.02% among 290,000;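 active = displacement of at least 50% at 20 µM, with a fluorescence ratio check between 0.3 and a set limit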;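 also: plate controls were Siah plus tracer with DMSO for no effect and tracer alone without Siah for full effect; strong numbers were not always called active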
Hep lipid drop – hepatic lipid droplet formation modulation; AML12 mouse hepatocytes, oleate lipid droplets, BODIPY imaging; hit rate 0.4% among 240,000; AID 1656; inhibition, % at 6.5 µM;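 active = lipid droplet intensity inhibited by at least 50%, with more than 500 cells counted; inconclusive = wells with under 300 cells, treated as cytotoxic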
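System: AML12 hepatocytes (mouse). Probe or stimulus: oleic acid at 100 µM to induce lipid droplet formation. Times: overnight treatment with compound plus oleate. Detection: Image-based BODIPY and DAPI two-channel analysis. Evaluation: percent inhibition of filter-corrected integrated lipid droplet intensity per well.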
Hep lipid drop cells 6.5 µM – further read-out of Hep lipid drop, marked with its call; cell count; measured here: cell count, cytotoxicity flag;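 cells counted across two imaged fields per well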
Myeloid diff 2 GFP+ MAC1+ % – also measured in Myeloid diff 2; calls as there; GFP+ MAC1+ double positive, %; measured here: differentiation confirmed by MAC1 staining
Starred values were filed as active, the others as inactive; i = inactive; ? = inconclusive; / = no result given; + = active, no number. Rule as the data show it, unless noted: active = inhibition above about 50%; inactive = the rest. Not all compounds are listed, so the mix of outcomes need not match the whole.

SMILES | HIV peptide binding | NOD2 inhibition | NS5 inhibitors | AID2073 | LYP phosphatase | Myeloid diff 2 | Myeloid diff 2 GFP+ MAC1+ % | XIAP antagonists | SIAH1 antagonists | Hep lipid drop | Hep lipid drop cells 6.5 µM
O=C(Nc1ccc(NC(=O)c2ccco2)c(Cl)c1)c1ccccc1 | 2.7% | -69% | -3% | -21% | -6% | i | 0.3 | -1.3% | -1% | 17 | 689
CCSc1nnc(NC(=O)CSc2nnc(Cc3cccn3C)n2-c2ccc(F)cc2)s1 | -1.3% | 12% | -6% | -7% | 3% | i | 4.8 | -8.2% | -1% | / | /
C/C(=N/NC(=O)CNC(=O)c1ccncc1)c1ccco1 | 0.7% | 4% | / | 1% | -2% | i | 0.3 | / | 5% | -11 | 751
CSc1ccccc1NC(=O)CN(Cc1ccccc1)S(C)(=O)=O | -1.1% | -4% | -1% | 3% | -2% | i | 0.6 | -4.0% | -8% | 37 | 650
CN(c1ccc(C(=O)N2CCCCC2)cc1)S(C)(=O)=O | -1.0% | -9% | 2% | 2% | -6% | i | 1.2 | -6.4% | 0% | -2 | 731
Cc1cc(NC(=O)c2c([N+](=O)[O-])cnn2C)no1 | -1.1% | -1% | -11% | -3% | -14% | i | 0.7 | -4.4% | -3% | / | /
COCCn1c(=S)[nH]c2cc(C(=O)NCC3CCCO3)ccc2c1=O (configuration not stated) | 0.3% | 1% | 9% | -34% | 1% | i | 5.7 | -4.7% | -1% | 18 | 659
O=C(c1ccco1)N1CCN(C(=S)Nc2ccccc2Cl)CC1 | -1.0% | -16% | 2% | -22% | -6% | i | 1.2 | / | -1% | -3 | 674
CC(C)COc1cccc(-c2cc(C(=O)Nc3ccon3)c3ccccc3n2)c1 | 0.5% | -12% | -7% | 11% | 4% | i | 0.6 | / | 4% | 50* | 796*
COc1ccc(NC(=O)c2ccc[n+]([O-])c2)cc1 | -2.0% | 10% | -11% | 10% | -4% | i | 0.7 | / | -1% | 0 | 745
COC(=O)C(C)(C)ONC(=O)Nc1ccccc1[N+](=O)[O-] | -0.4% | 4% | / | -6% | 0% | i | 0.0 | -2.4% | 2% | 3 | 703
CCOC(=O)C1=C(O)C(=O)N(CCCn2ccnc2)C1c1ccc(C)cc1 (configuration not stated) | -1.8% | 11% | -1% | 3% | -3% | i | 0.1 | 2.5% | -4% | 17 | 745
CCCNc1nc(N)nc(-c2cc(Cl)ccc2OC)n1 | -2.0% | 10% | -1% | 5% | -4% | i | 0.9 | 0.5% | -5% | -2 | 694
CCCCNC(=O)CC(=O)Nc1ccccc1C(=O)O | -1.3% | -1% | -6% | 0% | -2% | i | 0.7 | -1.0% | 8% | / | /
O=C(Cc1nnc(NC(=O)Nc2ccc(F)cc2)s1)NCc1ccccc1 | 0.0% | 1% | / | 6% | -8% | i | 0.9 | / | 0% | 2 | 651
Cc1cc(C(=O)Nc2ccccc2C#N)n(-c2ccccc2)n1 | -1.6% | -10% | -5% | 0% | -2% | i | 1.1 | -11% | 3% | -1 | 678
O=C(c1cc2sccc2n1Cc1ccc(F)cc1)N1CCc2ccccc21 | 2.5% | -24% | 3% | 19% | 1% | i | 0.7 | -3.7% | -4% | -13 | 718
CCOC(=O)N1CCN(CC(=O)Nc2c(C(=O)OC)[nH]c3cc(C)ccc23)CC1 | -0.3% | 8% | 3% | -12% | 1% | i | 3.0 | -2.4% | 2% | / | /
CC(C)C(=O)O/N=C(\N)c1ccccn1 | 3.8% | 4% | 3% | 15% | -4% | i | 1.1 | -3.1% | 2% | 0 | 638
CCOC(=O)c1c(-c2ccc(C)o2)csc1NC(=O)COC(=O)c1ccc(NC(N)=O)cc1 | 14% | 18% | -7% | -171% | -2% | i | 0.5 | -12% | -5% | -1 | 777
c1coc(Cn2c(SCc3nc4ccccc4[nH]3)nnc2-c2cccs2)c1 | 0.7% | 7% | 0% | 16% | -3% | i | 6.6 | -14% | 7% | / | /
O=C(CCCSc1nc2ccccc2c(=O)[nH]1)c1ccccc1 | -1.4% | 0% | 0% | -9% | -2% | i | 0.4 | 3.6% | 8% | -6 | 693
CC(=O)n1cc(Nc2ccc([N+](=O)[O-])cc2)c2ccccc21 | -1.5% | 3% | -2% | 11% | 0% | i | 0.5 | -6.1% | -1% | 6 | 685
N#CCc1nn(Cc2ccc(F)cc2)c(=O)c2ccccc12 | -1.0% | -7% | 3% | 14% | -1% | i | 0.4 | / | 2% | -8 | 650
CCNC(=O)/C(=C\c1ccc2c(c1)OCO2)NC(=O)c1ccc(Br)cc1 | -0.6% | 0% | 2% | 14% | -7% | i | 3.8 | -7.1% | 4% | / | /

One compound at a time, as listed above. Order of screens: HIV peptide binding	NOD2 inhibition	NS5 inhibitors	AID2073	LYP phosphatase	Myeloid diff 2	Myeloid diff 2 GFP+ MAC1+ %	XIAP antagonists	SIAH1 antagonists	Hep lipid drop	Hep lipid drop cells 6.5 µM
`CCOC(=O)C1=C(O)C(=O)N(CCCn2ccnc2)C1c1ccc(C)cc1` (configuration not stated) is entered as -1.8%	11%	-1%	3%	-3%	i	0.1	2.5%	-4%	17	745
`O=C(Nc1ccc(NC(=O)c2ccco2)c(Cl)c1)c1ccccc1` is entered as 2.7%	-69%	-3%	-21%	-6%	i	0.3	-1.3%	-1%	17	689
`C/C(=N/NC(=O)CNC(=O)c1ccncc1)c1ccco1` is entered as 0.7%	4%	/	1%	-2%	i	0.3	/	5%	-11	751

Later entries:
SMILES | HIV peptide binding | NOD2 inhibition | NS5 inhibitors | AID2073 | LYP phosphatase | Myeloid diff 2 | Myeloid diff 2 GFP+ MAC1+ % | XIAP antagonists | SIAH1 antagonists | Hep lipid drop | Hep lipid drop cells 6.5 µM
COc1cccc(C2c3c(oc4ccc(F)cc4c3=O)C(=O)N2CCCN2CCOCC2)c1 (configuration not stated) | 2.2% | 7% | -11% | 4% | 1% | i | 2.4 | -6.1% | -1% | -1 | 722
CCOc1ccc(NC(=O)CN(c2ccc(C)cc2)S(=O)(=O)c2c(C)nn(C)c2C)cc1 | -2.1% | 26% | -4% | 4% | -8% | i | 0.4 | / | -4% | -3 | 691
Cc1cc(C)n2cc(CSc3nc4ccccc4[nH]3)nc2n1 | 0.1% | 10% | -10% | 18% | -4% | i | 0.0 | -2.1% | 1% | 2 | 584
COc1ccc(N(C(=O)c2cnccn2)C(C(=O)NC2CCCCC2)c2ccc(O)cc2)cc1 (configuration not stated) | 1.5% | 8% | / | -16% | -7% | i | 0.0 | -1.7% | -2% | -3 | 648
Cn1cc([N+](=O)[O-])c(C(=O)Nc2cnn(Cc3ccc(F)cc3)c2)n1 | 2.2% | 29% | 4% | 2% | -2% | i | 0.6 | -8.5% | -2% | 27 | 748
Cc1ccc(S(=O)(=O)N2CCCC2C(=O)OCc2nc3sc(C)c(C)c3c(=O)[nH]2)cc1 (configuration not stated) | 1.9% | 4% | -7% | -3% | 2% | i | 0.2 | -6.3% | 2% | -10 | 619
COc1ccccc1Nc1ncc(C(C)=O)c(C)n1 | 0.5% | -16% | -3% | 7% | 2% | / | / | 0.1% | -1% | / | /
CCCC(=O)NC(c1ccc(Cl)cc1)c1ccc2cccnc2c1O (configuration not stated) | -0.3% | 40% | 14% | 12% | -7% | ? | / | / | -4% | -26 | 574
CCOC(=O)N1CCC(NC(=O)CCc2c(C)nc3c(c(C)nn3C(C)(C)C)c2C)CC1 | -1.6% | 10% | -6% | 2% | 2% | i | 0.9 | -13% | 2% | 0 | 715
CS(=O)(=O)N1CCC(C(=O)NCC2CCCO2)CC1 (configuration not stated) | 1.3% | 1% | -3% | 1% | -4% | i | 6.1 | -4.7% | -1% | 1 | 706
Cc1c(C(=O)N2CCC(C)CC2)cccc1[N+](=O)[O-] | -0.4% | 2% | -3% | -6% | -8% | i | 0.1 | 0.3% | 15% | 1 | 703
COCCOC(=O)C1=C(C)N=C2SCCC(=O)N2C1c1ccc(C(=O)OC)cc1 (configuration not stated) | 1.2% | 11% | 7% | -2% | 2% | i | 1.7 | -11% | -1% | 12 | 871
COC(=O)c1ccccc1NC(=O)CSCC(=O)Nc1ccc(F)cc1 | -3.5% | 23% | -3% | 14% | -9% | i | 7.4 | 1.3% | -3% | / | /
Cc1cc(C)nc(Nc2n[nH]c(COc3cccc4ccccc34)n2)n1 | -3.4% | -12% | -2% | -2% | -9% | i | 6.3 | -7.1% | 4% | / | /
COc1ccc(C(=O)NCC(=O)OCC(=O)N2CCC(C)CC2)cc1OC | -0.3% | 12% | -5% | -5% | -6% | i | 0.0 | -3.8% | 0% | 3 | 683
Cc1cc(=O)n2[nH]c(C)cc2n1 | 0.4% | 0% | -6% | 13% | -10% | i | 1.1 | -4.9% | 7% | 16 | 699
CCOc1ccc(S(=O)(=O)NCCCl)cc1 | -1.3% | 13% | 2% | -6% | -6% | i | 0.2 | -7.0% | -9% | 17 | 680
O=C(CCc1ccccc1)NNC(=O)Nc1ccc(F)c(Cl)c1 | -1.0% | 3% | -9% | 0% | -8% | i | 0.6 | / | 0% | 8 | 786
CC1CCC2(CC1)SCC(=O)N2c1ccccc1 (configuration not stated) | 1.2% | 11% | -2% | -5% | -6% | i | 1.7 | -3.1% | -1% | -3 | 743
COC(=O)c1ccc(NC(=O)c2ccccc2)o1 | -3.3% | -11% | -13% | -19% | -1% | i | 0.5 | -1.3% | -5% | / | /
COc1ccc(C(=O)N=c2sc3c(C)ccc(OC)c3n2C)cc1 | 0.1% | -159% | -2% | 25% | -8% | + | 12* | 0.3% | -3% | -10 | 535
COc1ccc(C(=O)O)cc1S(=O)(=O)N1CCSCC1 | 1.1% | 13% | -2% | -2% | -7% | i | 0.5 | / | 2% | -9 | 754
O=C(CCC(=O)N1CCCC1)Nc1ccc([N+](=O)[O-])cc1 | -2.1% | -4% | -1% | -6% | -3% | i | 0.3 | -4.1% | 2% | 39 | 761
CCN(CC)CCn1c(=S)[nH]c2ccc(Br)cc2c1=O | -1.6% | 7% | 3% | 1% | -3% | i | 0.6 | -6.5% | 7% | -15 | 751
COC(=O)C1=C(N)Oc2cc(C)n(CCc3ccccc3)c(=O)c2C1c1cccnc1 (configuration not stated) | -1.1% | -8% | -8% | 14% | -14% | i | 0.4 | -10% | 4% | / | /
COc1cccc(-c2cc(C(=O)N/N=C/c3ccc(OC)c(COC(C)=O)c3)c3ccccc3n2)c1 | -2.0% | 4% | -4% | 36% | 5% | i | 0.8 | -1.1% | 1% | / | /
CC1CCN(C(=O)CCc2nnc3ccc(NCCCN4CCCC4=O)nn23)CC1 | 2.3% | 2% | 2% | 4% | -6% | i | 3.4 | / | 3% | 1 | 775
COc1ccc(S(=O)(=O)Cc2ccc(C(=O)N3CCN(c4ccccc4)CC3)o2)cc1 | -1.8% | 0% | -4% | -4% | -3% | i | 3.6 | -1.2% | -4% | 22 | 673
CCN1CCN(CC(=O)n2c3c(c4ccccc42)CC(C)CC3)CC1 (configuration not stated) | 0.9% | 17% | / | -1% | 2% | i | 0.7 | 0.5% | 1% | -32 | 688

Bioassay records as filed in PubChem BioAssay.
